# Screening results (PubChem)
# AID inh – activation induced cytidine deaminase inhibition | Q9GZX7 | AID deamination FRET fluorescence, UDG-coupled, 4 h | Potency, µM (series often up to 115 µM), for the others: at the top dose activity change, negative = inhibition, hits mostly inhibitors | actives 0.32% (n = 91,000) | AID 1347428; note: nearly all actives have a fitted effect of over 25% in size
# Target sequence (Q9GZX7 whole entry, looked up): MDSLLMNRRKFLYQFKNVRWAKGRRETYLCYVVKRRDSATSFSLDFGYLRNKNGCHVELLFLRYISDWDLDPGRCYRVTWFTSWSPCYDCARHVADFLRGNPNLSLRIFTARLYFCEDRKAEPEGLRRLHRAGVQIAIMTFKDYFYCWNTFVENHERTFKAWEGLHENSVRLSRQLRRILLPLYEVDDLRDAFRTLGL
# UDG counter – blocks uracil-DNA glycosylase in AID counter-screen; FRET deamination/UDG coupled assay, UDG read, 4 h; actives 0.14% (n = 91,000); Potency, µM (top dose mostly 115 µM), for the others: at the top dose activity change, negative = inhibition, most hits filed as inhibitors; note: nearly all actives have a fitted effect of over 65% in size
# * marks the source's active call; other numbers are inactive results; ? = inconclusive; & = joins results of further samples; [ ] = dose if it differs, or a comment. Calls come from the whole dose curve; as a rule, active = well fitted curve in the direction sought with a large enough effect; inconclusive = small, poorly fitted or top-dose-only effect, or another doubt; inactive = no such curve, though single readings can be large; an effect the other way counts as inactive or inconclusive. % is set by controls: 0 for no effect and ±100 for the full control effect; potency is the fitted concentration of half-maximal effect. These rows are one share of the data. The share of hits here may be higher or lower than overall.
SMILES,AID inh,UDG counter
COc1ccc(CC(=O)N2CC(=O)Nc3ccc(Br)cc3C2c2ccc(F)cc2)cc1 (centres undefined),-17%,-8%
Cc1ccc(C)c(N2CCN(C(=O)c3cc(C)nc4c3c(C)nn4-c3cccc(F)c3)CC2)c1,-8%,-5%
Cc1ccccc1-c1nc2scc(CCNC(=O)c3ccco3)n2n1,-5%,-1%
O=C(COc1ccc([N+](=O)[O-])c(F)c1)Nc1ccc2c(c1)CCC2,-16%,-10%
O=Cc1ccc2[nH]ccc2c1,33%[activator],-4%
N#Cc1ccc(Oc2cccc3ccccc23)cc1C#N,-9%,-7%
O=C(O)c1ccc2nc(CO)[nH]c2c1,31%[activator],-2%
O=C(CCc1cccs1)Nc1cccc(C(=O)N2CCCC2)c1,4%,2%
COC(=O)c1sc2cccc(F)c2c1S(=O)(=O)N1CCN(c2cccc(C)c2)C(C)C1 (centres undefined),0%,33%[activator]
CCOc1ccc(C(=O)Nc2c(C(=O)N3CCN(c4ccccc4F)CC3)oc3ccccc23)cc1,0%,-5%
CCC(=O)N1CCc2cc(CNC(=O)Nc3cc(C)ccc3C)ccc21,2%,-11%
CCNc1nc(OC)nc(Oc2ccc(=O)[nH]n2)n1,-15%,-4%
O=C(CC12CC3CC(CC(Br)(C3)C1)C2)NCc1cc(F)cc(F)c1,-6%,-2%
Cc1c(CNC2CCC(C)CC2)c(C(=O)O)c(C)n1Cc1ccccc1F (centres undefined),8%,0%
Fc1ccc(-c2nc(CSc3nnc4c(Cl)cc(C(F)(F)F)cn34)cs2)cc1,-6%,-2%
COc1ccc(Nc2ncnc3onc(C)c23)c(OC)c1,10%,-1%
CCC(=O)Nc1ccc(C)cc1-c1nc2ccccc2n(CC(=O)Nc2ccccc2Cl)c1=O,1%,41%[activator]
COc1ccc(-c2nnsc2C(=O)NCCC(C)C)cc1,6%,0%
O=C(Nc1ccc2oc(-c3ccccc3F)nc2c1)c1ccccc1Cl,18%,4%
COc1cccc(-c2noc(NCCc3ccc(Cl)cc3)n2)c1OC,-15%,-8%
O=C(CSc1nnc(NC(=O)Nc2ccccc2)s1)Nc1cccc(F)c1,5%,-7%
COc1ccccc1CCNC(=O)C(=O)NCC(c1cccs1)S(=O)(=O)c1ccccc1 (centres undefined),-16%,6%
CC1CCN(c2oc(COc3ccc(F)cc3)nc2C#N)CC1,-17%,-2%
CCCCCOC(=O)c1ccc(OC(=O)c2sc3ncn(Cc4cccc(F)c4)c(=O)c3c2C)cc1,3%,12%
Cc1ccsc1/C=N/NC(=O)C1CC1,6%,5%
CN(C)c1ccc(CNC(=O)C2CCCN(S(=O)(=O)c3ccc4c(ccn4C)c3)C2)cc1 (centres undefined),20%,5%
CCCC(N)c1ccc(C23CC4CC(CC(C4)C2)C3)cc1 (centres undefined),-14%,-14%
CCNC(=O)COC(=O)c1cc(-c2ccc(F)cc2)nc2ccccc12,-4%,-2%
CCOC(=O)C1CCN(S(=O)(=O)c2cc(-c3onc(C)c3C)ccc2C)CC1,-33%,-4%
CCC/C(=N\NC(=O)Cc1ccc(Cl)c(Cl)c1)c1ccc(Cl)cc1,0%,-2%

# Some of these compounds in order of their number in AID inh, highest first.
structure	AID inh
CCC/C(=N\NC(=O)Cc1ccc(Cl)c(Cl)c1)c1ccc(Cl)cc1	0%
CCNC(=O)COC(=O)c1cc(-c2ccc(F)cc2)nc2ccccc12	-4%
CC1CCN(c2oc(COc3ccc(F)cc3)nc2C#N)CC1	-17%

# Further structures:
SMILES,AID inh,UDG counter
c1ccc(CN2CCC(NCc3c[nH]c4ccccc34)C2)cc1 (centres undefined),7%,-2%
CC(C)(C(=O)NO)c1ccccc1,13%,16%
Cc1ccc(C(O)CNC(=O)Nc2cc(C)ccc2C)cc1 (centres undefined),-4%,-2%
Cc1cc(C(=O)NCCc2ccccn2)sc1C,13%,13%
Cc1ccccc1OCc1ccc(-c2nc(C#N)c(NCCCN(C)C)o2)o1,9%,-3%
Cc1ccc(N2CC(C(=O)NCCS(=O)(=O)N3CCN(c4ccc(F)cc4)CC3)CC2=O)cc1 (centres undefined),8%,-1%
O=C(CSc1nnc2ccc(-c3cccs3)nn12)N1CCN(c2ccccc2)CC1,?,-6%
CC(=O)Nc1ccc(C2C(C#N)=C(N)OC3=C2C(=O)CC(C)(C)C3)cc1 (centres undefined),2%,0%
CC(C)CCNC(=O)c1ccc(Cn2c(SCC(N)=O)nc3ccccc3c2=O)cc1,15%,-8%
O=C(O)CCCCCc1ccc(CCCCC(=O)O)s1,-3%,6%
CC(C)CC(C)N(C)C(=O)NCc1cccc(N(C)C)c1 (centres undefined),25%,6%
N/C(COc1ccc2ccccc2c1)=N\O,-3%,4%
Cn1c(SCC(=O)Nc2cccc(C(=O)O)c2)nnc1-c1ccc(Cl)cc1,1%,3%
O=C(CCCSc1nc2ccccc2s1)Nc1ccc(C(F)(F)F)cc1,-7%,2%
O=C(Cc1cccs1)NCC12CC3CC(CC(C3)C1)C2,4%,-8%
CCN(CC)S(=O)(=O)c1ccc2c(c1)c(=O)c(C(=O)N1CCN(c3cc(C)ccc3C)CC1)cn2C,?,-12%
CCOc1ccc(Sc2cc(C(=O)NC(C)CC)c3ccccc3n2)cc1 (centres undefined),19%,-2%
Cc1cccn2c(=O)c(C(=O)NCc3ccc(F)cc3)c(O)nc12,25%,0%
CCN(CCCNC(=O)CSc1cc(=O)n(C)c2ccccc12)c1ccccc1,-25%,0%
COc1ccc(-c2nn3c(=O)c(NC(=O)c4ccccc4C)cnc3o2)cc1,-3%,-4%
CC1CC(NN(C)C)C(C#N)(C#N)C(C)C1(C#N)C#N (centres undefined),6%,6%
CCCN(CCC)C(=O)c1cc2sc3ccccc3c2s1,-16%,-7%
O=C(Cc1ccsc1)NCc1cccs1,5%,-7%
Cc1cccc(N2CCN(C(=O)CN3C(=O)COc4ccc(S(=O)(=O)N5CCCC5)cc43)CC2C)c1 (centres undefined),?,-3%
COCCn1c(Cc2c(Cl)cccc2Cl)n[nH]c1=S,0%,-11%
CN=c1scc(C)n1/N=C/c1ccco1,2%,5%
FC(F)(F)c1cccc(-c2csc(-c3cnccn3)n2)c1,-4%,3%
COC(=O)c1ccc(NC(=O)CN(Cc2ccccc2)S(=O)(=O)c2ccc(Cl)cc2)cc1,-25%,-16%
CCCc1c(-c2ccc(O)cc2)nn(-c2ccc(O)cc2)c1-c1ccc(O)cc1,-1%,-10%
Cc1cccc(CNC(=O)c2cnc3c(-c4cccc(C)c4)c(C)nn3c2C)c1,14%,7%
CNC(=O)C(C)NC(=O)c1cccc(Cl)c1Cl (centres undefined),-4%,-8%
C=CCn1c(C(C)(C)Oc2ccc(Cl)c(C)c2)n[nH]c1=S,4%,7%
COc1ccc(-c2nc3scc(CCNS(=O)(=O)c4cc(F)ccc4OC)n3n2)cc1OC,0%,2%[57.5 µM]
CCCCCCC1CCC(C(=O)NC(C(=O)O)C(C)C)CC1 (centres undefined),?,-7%
COc1ccc2cnn(CC(=O)Nc3ccccc3Cl)c(=O)c2c1OC,4%,0%
CCN(c1cccc(C)c1)S(=O)(=O)c1c(C)nc2sc(C)cn2c1=O,-9%,0%
COc1cccc(CNC(=O)Cn2cc3c(n2)-c2c(oc(C(=O)N4CCOCC4)c2C)CC3)c1,37%[activator],?
O=C(N/N=C/c1c2ccccc2cc2ccccc12)c1cccs1,-9%,-2%
C/C(CC(C)(C)c1ccccc1)=N\NC(=O)CC#N,0%,-5%
CC(=O)c1c(C)[nH]c(C(=O)OC(c2ccccc2)c2ccc(Cl)cc2)c1C (centres undefined),-15%,-13%
CCOc1ccccc1Nc1nc(-c2ccc(C)cc2)c(CC(=O)O)s1,-7%,-8%
Cc1ccc(CNC(=S)NCc2ccc(F)cc2)cc1,-9%,1%
CCN(CC)S(=O)(=O)c1ccc(C(C)NCc2ccsc2)cc1 (centres undefined),-3%,2%
COc1ccc(-n2c(Cc3ccccc3)nnc2SCc2nc(-c3cccs3)no2)cc1,?,?
CN1CCc2c(sc3c2C(=O)NC(c2ccc(OC(=O)c4ccc(Cl)cc4)cc2)N3)C1 (centres undefined),92%[activator],-5%
CC12CCC(C/C1=N\NC(N)=O)C2(C)C (centres undefined),6%&-2%,-1%&4%
CC1CCN(CC2CCCCN2)CC1 (centres undefined),5%,3%
COC(=O)c1sc2nc(CN3CCc4ccccc4C3)[nH]c(=O)c2c1C,66%[activator],1%
Cc1[nH]c2ccccc2c1C1(O)C(=O)N(Cc2ccc(Cl)cc2)c2ccccc21 (centres undefined),-25%,-15%
CCCN(Cc1ccccc1)C(=O)COc1ccc2ccc(=O)oc2c1,-13%,1%

# Next entries follow:
SMILES,AID inh,UDG counter
CCN(C(=O)Cn1nc(Cc2cccnc2)c2ccccc2c1=O)c1cc(C)ccc1C,?,-1%[57.5 µM]
Cc1ccc(/C(O)=C2\C(=O)C(=O)NC2c2ccc(C)cc2)cc1 (centres undefined),6%,-12%
CC1=CC(C)C(COC(=O)C[N+]2(C)CCOCC2)C(C)C1 (centres undefined),3%,4%
CCC(=O)Nc1ccc(S(=O)(=O)NCc2cccn2Cc2cccc(C)c2)cc1,-1%,?
Cc1cccc(-c2noc(-c3ccco3)n2)c1,-1%,-1%
CC1=C(C(=O)Nc2cccc(C(F)(F)F)c2)C2(CCCCCC2)OC1=O,10%,27%
CCOc1ccc(-c2cn3nc(CC(C)C)sc3n2)cc1,-9%,4%
CCCCCc1ccc(N=Cc2ccc(OCC(C)CC)cc2O)cc1 (centres undefined),4%,7%
CC(C)C(CNC(=O)C1CCN(c2nc3ccccc3o2)CC1)N(C)C (centres undefined),0%,-8%
Cc1ccc2oc3c(c(=O)c2c1)C(c1ccccc1F)N(c1ccccn1)C3=O (centres undefined),29%,1%

# Part of the list above in order of number of heavy atoms, descending:
SMILES,AID inh,UDG counter
CCN(C(=O)Cn1nc(Cc2cccnc2)c2ccccc2c1=O)c1cc(C)ccc1C,?,-1%[57.5 µM]
Cc1ccc2oc3c(c(=O)c2c1)C(c1ccccc1F)N(c1ccccn1)C3=O (centres undefined),29%,1%
CC(C)C(CNC(=O)C1CCN(c2nc3ccccc3o2)CC1)N(C)C (centres undefined),0%,-8%

# More entries follow:
SMILES,AID inh,UDG counter
Cc1cnc(C(=O)NCc2sccc2C)cn1,2%,3%
COc1ccc(C(=O)Oc2cc(C)ccc2C)cc1I,-12%,-6%
CCCN1C=NS(=O)(=O)c2cc(C(=O)NC3CCCCC3)ccc21,-3%,0%
O/N=C/c1ccc(Cl)cc1,-2%,-4%
Cc1nn(-c2ccccc2)c(OC(=O)C(C)C)c1Sc1ccccc1,5%,-7%
CCN1CCOC(=O)C1CC(=O)Nc1cccc(OC)c1 (centres undefined),21%,-12%
CCCC12CN3CC(CCC)(CN(C1)C3c1c[nH]c3ccc(OC)cc13)C2=O (centres undefined),-10%&-18%,-18%&1%
Cc1ccc(N2C(=O)CSC23C(=O)N(CC(=O)NCc2ccccc2)c2ccccc23)cc1C (centres undefined),?,3%
CCNC(=O)NC(=O)C(C)Sc1nnc(-c2ccccc2)n1CC (centres undefined),-10%,-7%
Cc1nc(-c2cccc(F)c2)sc1CCNC(=O)C1CCCC1,-8%,-1%
CC1=C(COc2c3occc3cc3ccc(=O)oc23)CC(C)(C)CC1,-6%,-5%
Cc1ccc(CNC(=O)C2CCCN(S(=O)(=O)c3cn(C)cn3)C2)cc1 (centres undefined),13%,1%
Cc1oc(-c2nc(C#N)c(N3CCOCC3)o2)cc1S(=O)(=O)N1CCCC1,3%,7%
O=C(NCc1ccc(F)cc1)c1ccc(NC(=O)N2CC3CCCN3c3ccccc32)cc1 (centres undefined),8%,4%
O=C(Nc1ccc2c(c1)CCCN2C(=O)c1cccs1)c1cccc(C(F)(F)F)c1,-22%,-10%
O=[N+]([O-])c1ccccc1NN=C1CCCC1,8%,-2%
COc1ccc2c(CN3CCN(c4ccccc4F)CC3)cc(=O)oc2c1,1%,3%
O=C(N/N=C/c1cccc(O)c1)C1CC1,-5%,-1%
CCOc1ccccc1C(=O)N(Cc1cccs1)c1ccc(Cl)cc1,?,-22%
O=C(CN1C(=O)CC(c2ccc(F)cc2)=Nc2ccccc21)NCc1ccccc1Cl,-1%,-4%

# Record cards, from the list above:
# COc1ccc2c(CN3CCN(c4ccccc4F)CC3)cc(=O)oc2c1 reads AID inh: 1%; UDG counter: 3%
# O=C(CN1C(=O)CC(c2ccc(F)cc2)=Nc2ccccc21)NCc1ccccc1Cl reads AID inh: -1%; UDG counter: -4%
# CC1=C(COc2c3occc3cc3ccc(=O)oc23)CC(C)(C)CC1 reads AID inh: -6%; UDG counter: -5%

# The results go on:
SMILES,AID inh,UDG counter
C(=N\N=C(c1ccccc1)c1ccccc1)/c1ccccn1,-3%,7%
CCCCn1cc2c(c1-c1ccc(Br)cc1)c(=O)n(C)c(=O)n2C,-21%,9%
COc1ccc2c(CNCc3cccs3)c(C(=O)O)n(Cc3ccc(F)cc3)c2c1,-10%,-1%
COc1ccc(OC)c(NS(=O)(=O)c2ccc(-c3cnc(C)o3)cc2)c1,1%,0%
O=C(O)c1cccnc1C(=O)O,6%,8%
CCN1CCC(NC(=O)C2CC(C)=C(C)CC2C(=O)O)CC1 (centres undefined),-2%,1%
Cc1cc(NC(=O)N(Cc2ccc(C)o2)C2CC2)no1,8%,-8%
